Assay outcomes deposited in PubChem by several laboratories.
ZTA DNA inh – blocks Epstein-Barr virus ZTA, an EBNA-1 counter-screen | P03206 | ZTA-DNA binding, fluorescence polarization | inhibition, % at 11 µM | 0.15% of 320,000 active | AID 2234; in the data active = inhibition above about 33%
TPT1 inhibitor – blocks Candida albicans tRNA 2'-phosphotransferase; recombinant caTPT1, FP RNA substrate dephosphorylation; inhibition, % at 5 µM; 0.81% of 300,000 active;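 active = inhibition above the mean of all tested compounds plus 3 SD, set per screening campaign, cut at about 24% in these data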;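 also: plate controls were DMSO alone for no effect and ferristatin control at 100 nM for full effect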
EBNA-1 inh – blocks EBNA-1 binding to DNA; EBNA-1 DNA binding, fluorescence polarization; inhibition, % at 14.8 µM; 0.34% of 300,000 active; AID 1950; in the data active = inhibition above about 28%
PP5 primary – PP5 (human) phosphatase inhibition | purified PP5c, OMFP substrate fluorescence | inhibition, % at 6.7 µM | 0.18% of 320,000 active;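 active = inhibition above the campaign's mean inhibition across all tested compounds plus 3 SD, cut at about 9.5% in these data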;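 also: 0% = DMSO only and 100% = 100 µM cantharidin control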
Fh CTSL1 inh – counter-screen for PFM18AAP inhibitors: inhibitors of F. hepatica cathepsin L1. recombinant F. hepatica cathepsin L1, Z-Leu-Arg-MCA fluorescence. inhibition, % at 5.96 µM. 0.49% of 300,000 active. AID 1906;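 active = inhibition above the mean of all tested compounds plus 3 SD, set per screening campaign, cut at about 17% in these data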;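 also: 0% = plate median of test compound wells and 100% = 1 µM Z-Phe-Ala-diazomethylketone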
Yeast superoxide – yeast age-related superoxide inhibition as caloric restriction mimetic; 0.18% of 330,000 active; superoxide response (% of plate mean), % at 10 µM; S. cerevisiae aged cells, superoxide DHE fluorescence; stronger effect = lower value;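 active = superoxide response under a set limit, about three screen SD below normal, cut at about 65% in these data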;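 also: yeast aged for seven days with compound at 30 °C before DHE staining; 100% = average MFI of all compound-treated wells on the plate with controls excluded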
core dimer inh – HCV core protein dimerization inhibition | TR-FRET GST/Flag-core106 dimerization, 1536-well | inhibition, % at 5 µM | 0.33% of 300,000 active | AID 1899;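 active = inhibition above the mean of all tested compounds plus 3 SD, set per screening campaign, cut at about 45% in these data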
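Test system: GST/Flag-tagged HCV core106 proteins; Medium: KF-containing HEPES buffer, pH 7.45, DTT, CHAPS, BSA; Times: compound-protein-antibody incubation 4 h at 22.5 °C; Detection: TR-FRET 671 and 617 nm emission; Benchmarks: wells lacking GST-core106 and wells with excess unlabelled core106.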
JMJD2C inh – inhibitors of human GASC-1 (JMJD2C) demethylase; GST-JMJD2C(1-420) H3K9me3 demethylation, DELFIA europium; Q9H3R0; 0.069% of 330,000 active; inhibition, % at 2.35 µM;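 active = more than half of a compound's replicate wells show inhibition beyond 50%, single wells judged on their own value; inconclusive = some, but no more than half, of replicates pass 50% inhibition; inactive = no replicate passes 50% inhibition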;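 also: signal counts dimethyl H3K9 product captured on neutravidin plate; 0% = median of DMSO wells and 100% = 0.3 times that DMSO median; strong numbers were not always called active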
Target sequence (Q9H3R0 1-420 limits assumed): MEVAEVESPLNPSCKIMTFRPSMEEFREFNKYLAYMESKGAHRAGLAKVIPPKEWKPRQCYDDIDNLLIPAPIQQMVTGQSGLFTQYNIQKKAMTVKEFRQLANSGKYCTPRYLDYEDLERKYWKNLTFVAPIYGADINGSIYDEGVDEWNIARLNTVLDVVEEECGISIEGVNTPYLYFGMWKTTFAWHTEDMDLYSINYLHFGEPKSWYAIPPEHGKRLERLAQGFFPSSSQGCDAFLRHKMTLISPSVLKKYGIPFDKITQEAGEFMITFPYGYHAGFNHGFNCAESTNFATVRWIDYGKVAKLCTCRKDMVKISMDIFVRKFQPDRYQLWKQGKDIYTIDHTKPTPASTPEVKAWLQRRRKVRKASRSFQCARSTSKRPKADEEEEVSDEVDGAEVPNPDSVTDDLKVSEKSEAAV
PP1 inh – counter-screen for PP5 inhibitors: inhibitors of human PP1-alpha; purified PP1alpha, OMFP fluorescence; 0.9% of 320,000 active; inhibition, % at 6.7 µM; AID 2235; P62136;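 active = inhibition above the mean inhibition of all tested compounds plus 3 SD, computed separately for each screening campaign, cut at about 15% in these data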
Target sequence (P62136 whole entry, looked up): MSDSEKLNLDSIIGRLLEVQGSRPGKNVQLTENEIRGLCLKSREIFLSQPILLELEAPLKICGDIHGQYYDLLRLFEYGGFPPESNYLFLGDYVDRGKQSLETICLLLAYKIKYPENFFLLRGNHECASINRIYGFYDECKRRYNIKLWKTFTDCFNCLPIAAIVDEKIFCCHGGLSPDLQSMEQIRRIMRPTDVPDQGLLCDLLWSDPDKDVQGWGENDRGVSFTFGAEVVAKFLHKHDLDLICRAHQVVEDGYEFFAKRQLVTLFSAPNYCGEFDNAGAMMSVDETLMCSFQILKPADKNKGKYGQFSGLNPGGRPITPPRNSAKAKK
* = called active by the depositor; ? = inconclusive; . = no result given.

molecule,ZTA DNA inh,TPT1 inhibitor,EBNA-1 inh,PP5 primary,Fh CTSL1 inh,Yeast superoxide,core dimer inh,JMJD2C inh,PP1 inh
COc1cccc(CNS(=O)(=O)c2ccc(N3CCCC3=O)cc2)c1,2,-2,-12,-5.0,-12,110,-2,7,-1
Cc1cccc(N2CCN(C(=O)c3cccc(N4CCCC4=O)c3)C(C)C2)c1 (centres undefined),-3,-1,-12,1.2,-2,97,-1,-12,9
COCCN1CCN(C(=O)c2cc(COc3ccc(F)cc3F)on2)CC1,0,-2,1,-2.3,6,99,6,8,-2
COc1ccc(NC(=O)NNC(=O)CCC(=O)Nc2ccccc2Cl)cc1,6,0,3,-2.4,-2,89,-6,5,-28
Nc1nc(SCC(=O)NCCCO)nc2sc3c(c12)CCC3,-10,-1,0,4.6,1,96,-3,-3,-3
Cc1ccc(/C=C/S(=O)(=O)NCCC(=O)NCc2ccc(F)cc2)cc1,-4,.,.,1.4,.,71,.,-2,-2
CCOC(=O)[C@H]1[C@H]2COc3ccc(OC)cc3[C@@H]2N2C(=O)CN(Cc3ccccc3)C(=O)[C@@]12C,-4,.,.,-2.0,.,87,.,-2,-2
COc1ccccc1NS(=O)(=O)c1ccc2oc(SC(C)C(=O)N3CCNC3=O)nc2c1 (centres undefined),1,.,.,2.3,.,99,.,2,-1
S=c1nc(-c2ccccc2Br)[nH][nH]1,-8,-1,-5,0.9,2,87,-6,-1,-1
CCOc1ccc(NC(=O)CSc2nnc(C)n2Cc2ccccc2)cc1,-6,-1,-18,-3.9,-5,101,6,0,16*
COc1ccc(/C=N/Nc2nnc(-c3ncc[nH]3)c3ccccc23)cc1,23,3,5,2.8,3,83,-12,-4,-3
Cc1cc(C)cc(NS(=O)(=O)Cc2ccccc2)c1,-5,-1,-8,2.4,3,106,-8,6,9
Cc1ccccc1C(=O)N1CCC(C(=O)Nc2ccc3c(c2)OCO3)CC1,-5,2,3,1.8,-3,83,-2,9,-7
Cc1c(Cl)cccc1NC(=O)CNC(=O)c1ccc(F)cc1,4,0,-5,-5.1,-1,108,-12,-3,0
CCN(CC)C(=O)c1csc(Nc2ccc(C)cc2)n1,-12,-2,1,3.0,-3,100,-1,-4,-4
Cc1cccc2c1cnn2C(=O)CCC(=O)NC1CCCCC1,-12,-1,-5,3.3,3,83,-12,5,4
O=C(N/N=C/c1cccc([N+](=O)[O-])c1)c1cc2ccccc2o1,-5,2,1,3.8,2,85,10,-4,-3
O=C1CCCCC1Sc1nnc(-c2ccc3c(c2)OCO3)o1 (centres undefined),4,-2,0,-1.8,0,107,1,-2,-6
CCCCS(=O)(=O)C1CCS(=O)(=O)C1 (centres undefined),-15,1,-4,0.6,-3,110,0,4,-2
CC(NS(=O)(=O)c1c(N)n(C)c(=O)n(C)c1=O)c1ccccc1 (centres undefined),17,-1,2,-0.3,6,90,-1,4,-3
CCCCNC(=O)c1c[nH]c2ccc(S(=O)(=O)N3CCOCC3)cc2c1=O,8,0,0,0.1,0,92,2,3,3
Cc1ccc(SCCC(=O)NCc2ccccn2)cc1,23,-3,8,-3.5,4,91,-1,-2,-1
CNC(=O)c1cc(Nc2nnc(C)c3ccccc23)ccc1OC,7,0,-3,1.2,-2,103,-4,11,-3
CC(C)(C)C(=O)Nc1nnc(SCC(=O)NC2CCCCC2)s1,-1,-1,-11,1.3,-2,103,-4,6,7
COc1ccc(CC(=O)OC(C)CN2CCOCC2)cc1 (centres undefined),1,2,-4,2.2,-1,105,-4,-6,0
Cc1noc(C)c1S(=O)(=O)Nc1ccc(C(=O)NCCc2ccccc2)cc1,-6,0,1,-0.9,2,90,-10,-5,-3
Cc1ccc(S(=O)(=O)CCC(=O)OC(C)C(=O)Nc2ccc(N3CCOCC3)cc2)cc1 (centres undefined),-5,.,.,-1.7,.,88,.,-1,-1
O=c1c2c(-c3ccccc3)csc2ncn1/N=C/c1cccc([N+](=O)[O-])c1O,-1,-3,-2,-3.9,9,87,3,11,-4
COc1cc(OC)c(C(=O)OCN2C(=O)c3ccccc3C2=O)cc1OC,6,0,-1,-0.2,-2,98,2,-1,1
CC(C)(C)OC(=O)CC1(C#N)c2ccccc2C(Br)=CN1C(=O)c1ccccc1 (centres undefined),5,-4,5,3.4,-3,94,5,7,7

(cont.)
molecule,ZTA DNA inh,TPT1 inhibitor,EBNA-1 inh,PP5 primary,Fh CTSL1 inh,Yeast superoxide,core dimer inh,JMJD2C inh,PP1 inh
Cn1c(=O)c2ccccc2n(CC(=O)NC2CCCCC2)c1=O,-2,0,1,0.9,-4,112,-56,17,0
COc1cccc(C(=O)NCCS(=O)(=O)NCc2cccs2)c1,15,-1,-10,-0.3,1,103,-2,?,-6
O=C(O)c1nn(-c2ccc(Cl)cc2)ccc1=O,-20,-3,5,0.9,-1,89,-1,-2,2
O=C(O)c1ccc(Nc2nc(-c3cccnc3)cs2)cc1,-4,2,-3,0.7,-3,96,-6,-2,3
CCc1nnc(NS(=O)(=O)c2ccc(NC(=S)NC(=O)c3ccc(F)cc3)cc2)s1,-4,-1,7,1.7,-1,117,5,-3,0
COc1ccc(CN2C(=O)c3cccc4cccc(c34)C2=O)cc1,-12,0,6,1.4,2,94,1,3,3
c1ccc(SCCN2CCN(c3ccccc3)CC2)cc1,11,-3,2,1.2,-1,96,-1,6,1
COC(=O)Nc1nc2ccc(C(=O)c3ccc(F)cc3)cc2[nH]1,5,5,-4,-0.6,6,104,-6,21,1
Cc1nnc(SCC(=O)NC2CCCc3c2cnn3-c2ccccc2F)o1 (centres undefined),-11,1,-2,1.6,0,89,1,-9,1
CC(C)NC(=O)CN(C)S(=O)(=O)c1ccc(F)cc1,-12,-6,1,-0.6,-1,103,0,1,-1
Cc1ccc(-n2c(SCC(=O)Nc3cc(C)on3)nc3c(c2=O)SC(C)C3)cc1 (centres undefined),-10,-1,-8,2.0,4,104,-2,-3,-1
CN(C)C(CNC(=O)CCCN1C(=O)c2cccc3cccc(c23)C1=O)c1ccccc1 (centres undefined),-10,-4,-4,1.1,1,101,5,-4,-1
COc1cccc(CN2CCN(C(=O)c3ccco3)CC2)c1,-4,2,-9,4.4,-4,102,-13,-21,0
COCc1nc(-c2cc(OC)c(OC)c(OC)c2)no1,-8,1,-12,2.5,-1,95,4,-11,0
COc1ccccc1N1CCN(C(=O)c2cccs2)CC1,6,-1,8,-2.4,-1,101,2,-1,-6
Cc1ccc(OCC(=O)N(C)CC(=O)Nc2ccc(N3CCOCC3)cc2)cc1,8,-1,-7,1.6,0,102,-4,7,-3
CC[C@H](C)[C@H](NC(N)=O)C(=O)NCCc1ccc(Cl)cc1,4,-3,4,-0.6,1,82,-4,-2,0
Cc1ccccc1NC(=O)C1CCC(=O)N1 (centres undefined),8,-3,11,0.2,-4,97,2,7,2
Cc1[nH][nH]c(=O)c1N=Nc1ccccc1,0,0,-15,3.4,2,94,-14,-1,-2
CCN(CC)S(=O)(=O)c1ccc(Cl)c(C(=O)Nc2ccc(Cl)cc2[N+](=O)[O-])c1,2,-1,8,1.6,2,114,7,-1,1
CCc1c(C2(O)CCCCC2)[nH]c2ncccc12,-6,.,.,-3.4,.,88,.,3,-4
CC(C)[C@H](NC(=O)C1CCN(S(=O)(=O)c2ccc(F)cc2)CC1)C(=O)N1CCCC1,-3,-5,2,2.1,3,117,-23,-4,1
CN(C)C(=O)C1CCC(=O)N1Cc1cccs1 (centres undefined),8,0,1,1.3,-2,108,5,-1,-4
COCCNC(=O)c1cc(-c2ccccc2)n(Cc2cc(C)no2)n1,0,-1,0,0.2,-1,102,1,-2,-1
Cc1ccccc1OCCC(=O)OCC(=O)NC(=O)c1ccccc1,-2,2,-11,2.0,-26,114,2,0,22*
Cc1cc(NC(=O)Cn2nc(C(=O)O)c3ccccc3c2=O)c([N+](=O)[O-])cc1C,-10,-3,1,-0.8,7,103,4,-1,-2
CC1CCN(S(=O)(=O)c2ccc3c(c2)N(CC(=O)NCCCOC(C)C)C(=O)CS3)CC1,-1,-1,-2,-2.3,1,105,-2,-9,-4
CC(=O)N(c1ccccc1)c1nc(/C=C/C(=O)Nc2c(C)cc(C)cc2C)cs1,3,-2,-14,1.2,-2,101,2,-1,-2
Cc1cc(C(=O)COc2ccccc2[N+](=O)[O-])c(C)n1C1CC1,-12,0,-4,-1.5,5,113,9,80,2
COC(=O)c1c(NC(=O)CSc2ncnc3[nH]ncc23)sc2c1CCC2,12,5,3,0.4,2,99,16,4,0

Two entries from above, with values under each structure.
Fields: ZTA DNA inh, TPT1 inhibitor, EBNA-1 inh, PP5 primary, Fh CTSL1 inh, Yeast superoxide, core dimer inh, JMJD2C inh, PP1 inh
CCN(CC)S(=O)(=O)c1ccc(Cl)c(C(=O)Nc2ccc(Cl)cc2[N+](=O)[O-])c1
→ 2, -1, 8, 1.6, 2, 114, 7, -1, 1
CCc1c(C2(O)CCCCC2)[nH]c2ncccc12
→ -6, ., ., -3.4, ., 88, ., 3, -4

Next entries follow:
molecule,ZTA DNA inh,TPT1 inhibitor,EBNA-1 inh,PP5 primary,Fh CTSL1 inh,Yeast superoxide,core dimer inh,JMJD2C inh,PP1 inh
Cn1c(SCC(=O)Nc2ccc3c(c2)OCCO3)nnc1-c1ccncc1,4,3,-13,1.2,-1,119,-5,15,4
CC(O)c1ccc(OCCN(C)c2ccccn2)cc1 (centres undefined),-2,-2,0,3.7,3,85,-15,13,2
N#CCCn1cc(/C=N/NC(N)=S)c(-c2ccc(-c3ccccc3)cc2)n1,-3,-2,-16,1.5,29*,110,7,-16,-2
C=CCCC(=O)Nc1nc(C)c(-c2csc(Nc3ccc(Cl)cc3)n2)s1,-1,4,-16,1.2,1,.,-11,-8,0
Cc1c(C(=O)NCCN2C(=O)S/C(=C\c3cccs3)C2=O)cccc1[N+](=O)[O-],4,1,3,0.6,1,100,-7,-5,4
